High-throughput results deposited in PubChem BioAssay by National Center for Advancing Translational Sciences (NCATS).
PNC inhibitor = blocks assembly of the perinucleolar compartment; activity change (PNC), negative = inhibition, % at 10 µM; PC3M PTB-GFP, PNC prevalence imaging, 16 h; stronger effect = lower value; 3.1% of 140,000 active; AID 2417;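 active means readout at or below -70, meaning at least 70% loss of cells showing the perinucleolar compartment, a nuclear body marking cancer cells; inconclusive means readout between -30 and a set limit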;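 further: plate controls were DMSO wells for no effect and camptothecin positive control wells for full effect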
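Read-out is percentage of cells bearing a perinucleolar compartment, from automated 20x imaging of fixed, Hoechst-stained PC3M PTB-GFP cells. Cells were seeded 4 h, then exposed 16 h to compound (23 nl of library stock) in duplicate plates.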
IMPase cell inh = membrane-permeable compound that blocks inositol monophosphatase. 120,000 tested, under 10 active. CHO-M1 cells, IP1 accumulation, HTRF TR-FRET ratio. P97697. inhibition (IP1 accumulation), % at 46.1 µM. AID 901; active means well fitted curve in the direction sought with a large enough effect in the signal ratio, not every such curve was filed as active; inconclusive means small, poorly fitted or top-dose-only effect, or a change in a side signal; inactive means no such curve, though single readings can be large or run the other way; the % refers to the signal ratio;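 further: cells stimulated with carbachol in lithium chloride buffer; plate controls were DMSO basal wells for no effect and reference inhibitor wells for full effect; higher means more IMPase inhibition seen as more IP1 and lower FRET ratio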
Target sequence (P97697 whole entry, looked up): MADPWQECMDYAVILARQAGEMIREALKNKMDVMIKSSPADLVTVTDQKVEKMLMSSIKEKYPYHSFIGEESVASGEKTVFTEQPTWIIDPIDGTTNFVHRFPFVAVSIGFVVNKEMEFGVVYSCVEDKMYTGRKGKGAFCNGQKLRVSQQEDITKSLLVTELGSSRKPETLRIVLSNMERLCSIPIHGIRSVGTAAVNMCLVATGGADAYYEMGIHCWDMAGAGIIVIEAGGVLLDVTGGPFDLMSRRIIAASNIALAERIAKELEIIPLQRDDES
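In this qHTS, compounds (final up to 46 uM) act on CHO-M1 cells that are then activated through the M1 receptor with carbachol, in pH 7.4 buffer containing 50 mM LiCl, for 30 min. IP1 accumulation is quantified by the IP-One immunoassay.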
ALOX15B inhib = blocks human 15-lipoxygenase 2 activity; O15296; purified 15hLO-2, xylenol orange hydroperoxide absorbance; Potency, µM (doses to about 57.1 µM), for inactives: top-dose activity change, negative = inhibition, most hits filed as inhibitors; 0.56% of 110,000 active; AID 881; further: potency means the concentration at half of the fitted maximal effect; nearly all actives have a fitted effect of over 60% in size; many of its hits are not listed in these tables
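Purified human 15hLO-2 (50 nM final) preincubated with compounds 15 min at room temperature in 25 mM Hepes pH 7.5, 0.01% Triton X-100, then 45 uM arachidonic acid added for 90 min; hydroperoxide detected via ferrous/xylenol orange, 573/405 nm absorbance ratio.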
12-hLO inh = 12-hLO (ALOX12) enzyme inhibition; P18054; purified 12-hLO, xylenol orange hydroperoxide absorbance; Potency, µM (titrated, usually from 57.1 µM), for the others: at the highest dose activity change, negative = inhibition, most hits filed as inhibitors; 0.12% of 150,000 active; further: potency means the concentration at half of the fitted maximal effect; nearly all actives have a fitted effect of over 55% in size; many of its hits are not listed in these tables
Target sequence (P18054 whole entry, looked up): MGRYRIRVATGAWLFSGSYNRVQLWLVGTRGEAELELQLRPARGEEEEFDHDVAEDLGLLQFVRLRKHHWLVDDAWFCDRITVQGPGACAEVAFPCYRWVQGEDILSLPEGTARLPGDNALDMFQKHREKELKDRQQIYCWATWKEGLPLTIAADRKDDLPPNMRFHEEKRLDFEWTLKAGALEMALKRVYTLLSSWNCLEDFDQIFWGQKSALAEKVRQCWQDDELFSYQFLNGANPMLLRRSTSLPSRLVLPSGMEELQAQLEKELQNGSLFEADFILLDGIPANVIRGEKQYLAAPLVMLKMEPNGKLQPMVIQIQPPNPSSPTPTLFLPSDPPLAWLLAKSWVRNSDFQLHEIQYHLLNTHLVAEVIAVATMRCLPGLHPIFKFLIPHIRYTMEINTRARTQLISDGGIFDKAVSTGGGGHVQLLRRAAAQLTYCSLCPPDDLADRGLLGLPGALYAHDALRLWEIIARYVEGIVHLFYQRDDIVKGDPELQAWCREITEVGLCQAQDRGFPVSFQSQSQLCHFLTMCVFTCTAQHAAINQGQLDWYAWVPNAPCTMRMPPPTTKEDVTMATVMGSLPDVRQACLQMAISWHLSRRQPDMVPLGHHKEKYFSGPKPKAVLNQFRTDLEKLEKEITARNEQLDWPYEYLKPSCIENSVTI
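Purified human 12hLO (150 nM), preincubated 15 min with compound, then 40 uM arachidonic acid for 30 min, room temperature, Hepes pH 7.0 with 0.01% Triton X-100. Hydroperoxide detected by ferrous iron/xylenol orange; 573/405 nm absorbance ratio gives reaction progress.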
Active calls of the source: *; u = inconclusive; x = not tested or not shown; & = joins results of further samples; [ ] = dose if it differs, or a comment. Unless noted, the call rests on the fitted dose curve; in most records, active means well fitted curve in the direction sought with a large enough effect; inconclusive means small, poorly fitted or top-dose-only effect, or another doubt; inactive means no such curve, though single readings can be large; an effect the other way counts as inactive or inconclusive. Unless noted, on the % scale 0 is the no-effect control and ±100 the full control effect. This is a subset, so the mix of outcomes need not match the whole.

Results follow in this order: IMPase cell inh, ALOX15B inhib, 12-hLO inh, PNC inhibitor
CCN1CCN(C(=O)C2c3cc(OC)c(OC)cc3C(=O)N3CCc4ccccc4C23)CC1 (stereo not given)
    0, 2%, 7%, 116
Cc1cccc(OCC(=O)NCC(=O)N/N=C/c2cc(Br)ccc2OCc2ccccc2)c1
    x, x, -5%, 35
COC(C(=O)Nc1ccc(S(=O)(=O)Nc2ccc(F)cc2)cc1)c1ccccc1 (stereo not given)
    -1, x, -4%, 16
Cc1cc(C)n(-c2ccc(C(=O)Nc3nc4ccccc4s3)cc2)n1
    -9, 1%, -2%, u
c1cc(OCC2CO2)cc(OCC2CO2)c1 (stereo not given)
    x, -12%, 1%, x
Nn1c(SCC(=O)N2CCOCC2)nnc1-c1ccccc1Cl
    5, x, 10%, 68
Cc1cccc2cc(CN(Cc3ccco3)S(=O)(=O)c3ccc4c(c3)OCCO4)c(=O)[nH]c12
    2, 21%, -11%, -14
Cc1ccc2ncnc(NCCCN3CCOCC3)c2c1
    9, 10%, 3%, -2
COc1ccc(-c2cc(C(F)F)nc(-n3nc(C)cc3C)n2)cc1
    3, 31%[activator], -5%, -18
CCOC(=O)c1cnn2c(C(F)(F)F)cc(-c3ccccc3)nc12
    5, -2%, -5%, 15
CCCCOc1cccc(C(=O)N(Cc2ccco2)C2CCS(=O)(=O)C2)c1 (stereo not given)
    4, 3%, -4%, -18
O=C(COC(=O)c1ccc(S(=O)(=O)N2CCc3ccccc3C2)cc1)NC(=O)NCc1ccco1
    -9, 2%, -13%, u
O=C(NCc1cccc(CNC(=O)c2ccco2)c1)c1ccco1
    13, 7%, -2%, u
Cc1ccc(C(=O)O/N=C/c2c(Cl)n(C)c3ccccc23)cc1
    0, 1%, -4%, 6
Cc1nn(-c2cc(N3CCOCC3)ccc2[N+](=O)[O-])c(=O)c2ccccc12
    -6, -20%, -3%, u
COC(=O)c1ccc(Cn2nc(C(F)(F)F)cc2C)cc1
    3, 5%, -7%, 49
CC1CCCN(C(C(=O)Nc2ccc(C(C)C)cc2)c2ccc3c(c2)OCO3)C1 (stereo not given)
    4, 52%[activator], -13%, 14
CCCN1CCN(CCCNC(=O)c2cc3c(=O)n(C)c4ccccc4c3n2C)CC1
    13, 13%, 2%, 5
O=C(N/N=C/c1ccco1)c1cccc(N2CCCC2=O)c1
    -1, x, 1%, 20
CCC1(C)Cc2ccccc2-c2nc3n(c(=O)c21)CCCCC3 (stereo not given)
    11, 9%[2.29 µM], 4%, u
N#CC1=C(N)Oc2nc(-c3ccccc3)[nH]c2C1c1cccnc1 (stereo not given)
    9, -2%, 2%, u
CCN1CCN(CC(=O)Nc2c(C(=O)OC)[nH]c3cccc(Cl)c23)CC1
    3, 5%, -4%, 13
COCCNC(=O)C(c1cccs1)N(Cc1ccccc1)C(=O)Cn1nnc2ccccc21 (stereo not given)
    -3, -5%, -1%, 9
CCCOc1ccc(C(=O)NC(=S)Nc2nc3ccc(C)cc3s2)cc1
    -2, -8%, 5%, 61
COc1ccc(C2CC(C(F)(F)F)n3nc(CO)c(Cl)c3N2)cc1OC (stereo not given)
    1, -8%, -5%, -3
Cc1ccc(C(=O)CN2CCC(NC(=O)C3CCCCC3)CC2)cc1
    -8, -9%, -7%, 39
CCN(C(=O)CCC(=O)N(CC)c1ccccc1)c1ccccc1
    x, x, 8%, 20
CCN(CC)CCc1nc(-c2ccccc2)no1
    -2[20.6 µM], 6%[25.6 µM], 2%[25.6 µM], x
CC(=O)Nc1ccc(S(=O)(=O)NC2=NCN(CCOC(=O)c3ccccc3)CN2)cc1
    7, -5%, 0%, u
Cc1c(Br)ccc(NC(=O)CCN2C(=O)C3C4CCC(C4)C3C2=O)c1C (stereo not given)
    3, 22%, -1%, 23
O=C(CN(C(=O)CCC(=O)Nc1nccs1)c1ccc(F)c(Cl)c1)NCc1ccco1
    3, -1%, -4%, 45
Nc1ncnc(Nc2cccc(C(F)(F)F)c2)n1
    -4, 4%, 4%, 15
Cc1nn(Cc2c(F)c(F)c(F)c(F)c2F)c(C)c1NC(=O)c1ccc(COc2ccc(Cl)cc2Cl)o1
    x, x, -3%, -17
CC(C)Sc1nnc(Cn2c(=O)sc3ccccc32)n1-c1ccccc1
    -9, x, 0%, -26
O=C(NC1CC1)c1ccc(COc2ccc(F)cc2)o1
    1, 1%, -3%, -9
COc1ccccc1NC(=O)Cc1noc(CSc2nnc(C)s2)n1
    u, 6%, -3%, 6
O=C(NCCc1ccc2c(c1)OCCO2)c1cc2ccccc2o1
    17, 6%, 3%, -9
COc1ccc(-n2c(/C=C(\C)O)nc(=O)c3c(C)cc(C)nc32)cc1
    9, -8%, -3%, u
Cc1ccccc1Nc1nc2nonc2nc1N1CCOCC1
    x, x, -3%, 25
Cc1nc2ccccc2nc1N1CCOCC1
    0, -9%, -5%, 17

Overlap with the part before: two entries, then new ones.
Results follow in this order: IMPase cell inh, ALOX15B inhib, 12-hLO inh, PNC inhibitor
Cc1ccccc1Nc1nc2nonc2nc1N1CCOCC1
    x, x, -3%, 25
Cc1nc2ccccc2nc1N1CCOCC1
    0, -9%, -5%, 17
COc1ccc(-c2[nH]n(-c3ccc([N+](=O)[O-])cc3)c(=O)c2C=NCc2ccccc2)cc1
    x, x, 2%, u
O=C(CN1CCN(c2ccccc2)CC1)NC(=O)NCc1ccco1
    x, x, -1%, 9
Cc1c(Br)c([N+](=O)[O-])nn1CC(=O)Nc1c(C)n(C)n(-c2ccccc2)c1=O
    14, x, 7%, 4
CCCn1nnc(NCc2ccc(OCc3cccs3)c(OC)c2)n1
    -4, -1%, 1%, -16
Cc1ccc(-c2csc(N/N=C/C=C/c3ccccc3)n2)cc1
    3, -21%, -18%, 90
CCC(Oc1ccccc1)C(=O)Nc1ccccc1OC (stereo not given)
    9, 5%, 3%, -11
CC1=NN(C(=O)c2ccc(Cn3nc(C)c(Br)c3C)cc2)C(O)(C(F)(F)F)C1 (stereo not given)
    x, x, -2%, 21
CCC(CC)C(=O)Nc1cc(OC)c(OC)cc1C(=O)O
    -12, 6%, -2%, -19
Cc1nnc(NC(=O)CSc2nnc(CNC(=O)C34CC5CC(CC(C5)C3)C4)n2C2CCCCC2)s1
    -2, 0%, 0%, -18
COc1cc(O)c(C(=O)c2ccccc2)cc1O
    x, -5%, -25%, x
O=C(OCn1nnc2ccccc2c1=O)c1ccc(N2CCOCC2)c([N+](=O)[O-])c1
    x, x, -2%, -13
Cc1sc2nc(CSc3cccc(C(F)(F)F)c3)[nH]c(=O)c2c1C
    -1, x, -1%, 1
Cc1cccc(OCc2nc(-c3nonc3N)no2)c1C
    8, -7%, -1%, 39
COc1ccc(NC(=O)CN2CCC(C)CC2)c([N+](=O)[O-])c1
    12, 1%, 0%, 19
COc1cccc(CNc2nc3ccccc3n2CCN2CCCCC2)c1OC
    6, x, 2%, 46
COc1ccc(NC(=O)Nc2ccccc2C(N)=O)cc1OC
    -1, -1%, -3%, 10
O=C(Nc1ccc2snnc2c1)N1CCN(c2ccccc2)CC1
    2, 3%, -3%, -2
O=C(Nc1ccccc1)/C(=C/c1cccnc1)NC(=O)c1ccco1
    -4, x, -4%, u
Cc1cc(C(=O)OCC(=O)NCc2ccco2)c(C)n1-c1ccccc1
    2, -24%, -3%, u
C=C(C)COc1ccc(-c2[nH]ncc2-c2ccc(Br)cc2)c(O)c1
    x, x, -24%, -1
Cc1cccc(NC2=CC(=O)OC(C)C2)c1 (stereo not given)
    -1, 0%, -5%, u
COC(=O)[C@@]1(Cc2ccc(F)cc2)[C@@H]2[C@@H](CC(=O)[C@H]2CC(=O)C(=O)N(C)C)CN1C(=O)c1ccccc1
    x, -5%, -4%&2%, 30
CN(C)S(=O)(=O)N1CCN(S(=O)(=O)N(C)C)CC1
    -5, 1%, 8%, u
O=C(NCCN1C(=O)C2C3C=CC(C3)C2C1=O)N1CCCCC1 (stereo not given)
    -6, -2%, 9%, -16
CCOc1ccc(S(=O)(=O)Nc2cccc(OC)c2)cc1
    -7, -5%, -4%, u
CCOC(=O)N1CCC(=NNC(=O)COc2ccc(C#N)cc2)CC1
    -4, x, -2%, 1
CCn1c(C(C)NC(=O)c2cccs2)n[nH]c1=S (stereo not given)
    x, x, -1%, -2
COc1ccc(OC)c(C(O)c2coc3ccc(O)c(CN4CCOCC4)c23)c1 (stereo not given)
    2, 2%, -14%, -13
O=C(c1ccc(F)cc1)C1CCN(C(=O)c2ccncc2)CC1
    3, 5%, -4%, -4
Cc1ccc(-c2csc3nc(=O)c(C)nn23)cc1
    -6, -6%, 6%, -19
Cc1cccc(-n2c(SCc3ccc(C#N)cc3)nnc2-c2c[nH]c3ccccc23)c1
    x, x, 0%, 4
Nc1c(C(=O)NCc2ccccc2)nnn1Cc1ccc(F)cc1
    -7, -3%, -1%, 4
c1ccc(-c2nc(-c3ccccn3)no2)cc1
    -3, x, 10%, 26
Nc1nc(NCC2CCCO2)nc(Nc2ccc(F)cc2)c1[N+](=O)[O-] (stereo not given)
    x, x, 0%, 6
Cc1cc(C)nc(NC2=NC3CCCCC3N2)n1 (stereo not given)
    9, 11%, -1%, u
CC(OC(=O)c1ccccc1NCc1ccco1)C(=O)Nc1ncc(Cl)cc1Cl (stereo not given)
    -3, -4%, -4%, 0
CCN(C1CCCCC1)S(=O)(=O)c1ccc(OC)c(C)c1
    5, 0%, -2%, 4
O=C(Nc1ccccn1)C1CCN(S(=O)(=O)c2cccc3nonc23)CC1
    11, 3%, -3%, 7
CC1OC(OCC2OC(Oc3c(-c4ccc(OCCO)c(OCCO)c4)oc4cc(OCCO)cc(O)c4c3=O)C(O)C(O)C2O)[C@@H](O)C(O)C1O (stereo not given in full)
    x, -2%, -1%, x
CC(=O)NC(=O)c1ccc(-c2ccc(Cl)cc2)o1
    x, x, -1%, 26
CC(Sc1nc(-c2ccccc2)cc(C(F)(F)F)n1)C(=O)NCCN1CCOCC1 (stereo not given)
    4, 1%, 1%, 14
CCOc1ccc(-c2cc(CCCC(=O)Nc3cccc(OC)c3)no2)cc1
    5, x, 6%, u
Cn1c2ccccc2c2c(C(=O)N3CCN(C(=O)c4ccco4)CC3)cn(C3CCCCC3)c(=O)c21
    3, 2%, 3%, u
CCCCC1OC2(C)OC(=N)C1(C#N)C(C#N)(C#N)C2c1ccccc1 (stereo not given)
    2, x, -5%, 25
Cc1cccc(N2CCN(C(=O)c3cc4ccccc4oc3=O)CC2)c1C
    0, 0%, -1%, 4
COc1ccc(CCNC(=O)Cn2c(-c3nonc3N)nc3ccccc32)cc1OC
    14, 2%, -5%, u
O=C(Nc1cccc2ncccc12)c1ccc(-c2ccc(Br)cc2)o1
    -14, -2%, -8%, 15
COc1cc(C2=NOC(C(=O)N3CCOCC3)C2)cc(OC)c1OC (stereo not given)
    -1, 4%, -3%, -6
CCCCC(CC)CN (stereo not given)
    x, -4%&-11%, 0%&1%, x
O=c1c2ccccc2nc2c3ccccc3c3nncn3n12
    -5, 4%, 2%, 13
C/C=C(\C)C(=O)OC1[C@@H]2C=C3C4CC(=O)OC(c5ccoc5)[C@]4(C)CCC3[C@@](C)(C2=O)C(C(O)C(=O)OC)C1(C)C (stereo not given in full)
    x, -5%, -4%, x
CC1CCCCN1CCNC(=O)c1cc2c(=O)n(C)c3ccccc3c2n1C (stereo not given)
    5, 12%, 12%, 21
O=C(C1CC1)N1CCc2cc(S(=O)(=O)NCCC3=CCCCC3)ccc21
    2, -6%, 1%, 25
O=C(Nc1ccccc1)OCc1ccccn1
    -7, -4%, -5%, 40
